BioA inh: inhibitors of Mycobacterium tuberculosis BioA enzyme. purified M. tuberculosis BioA enzyme, plate reader. inhibition, % at 9.99 µM. 360,000 tested, 0.096% active. AID 602481; in the data active means inhibition above about 40%
BH1578 lux ind: inducers of Vibrio cholerae quorum light production without autoinducers | V. cholerae BH1578 lux reporter, luminescence, 6 h | activation, % at 18.7 µM | 350,000 tested, 0.16% active | AID 588436; in the data active means activation mostly above about 9.7%, no sharp cut-off; further: not every result past the cut was called active; inactives centre near 0; reference of the scale not given here
Rv3671c inh: Rv3671c (M. tuberculosis) protease inhibition | 320,000 tested, 0.048% active | inhibition, % at 5.96 µM | P9WHR9; in the data active means inhibition above about 38%;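 further: extracellular domain of Rv3671c used as enzyme; 0% = enzyme with DMSO and 100% = no enzyme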
MazF activator: MazEF (E. coli) toxin RNase activation | P0AE70 | FAM/BHQ RNA-DNA oligo cleavage fluorescence, 5 h | activation, % at 20 µM | 350,000 tested, 0.32% active | AID 504720; in the data active means activation above about 50%
DUSP3 inh: inhibitors of human VHR1 phosphatase (DUSP3); inhibition, % at 13.3 µM; 290,000 tested, 0.52% active; recombinant VHR phosphatase, pNPP absorbance; P51452; in the data active means inhibition above about 50%; further: some compounds called inactive have numbers as strong as hits
Target sequence (P51452 whole entry, looked up): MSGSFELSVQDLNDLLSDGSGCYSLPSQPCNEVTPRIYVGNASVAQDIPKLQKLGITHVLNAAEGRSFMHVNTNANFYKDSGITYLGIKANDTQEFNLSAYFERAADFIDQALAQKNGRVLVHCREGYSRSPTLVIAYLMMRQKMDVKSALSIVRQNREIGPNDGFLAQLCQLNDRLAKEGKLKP
3CLpro inhibitor: SARS-CoV 3CLpro protease inhibition | P0C6X7 | recombinant SARS-CoV 3CLpro, quenched FRET peptide cleavage | inhibition, % at 6 µM | 290,000 tested, 0.14% active | AID 1706; in the data active means inhibition above about 12%
UGM FP inh: Mtb UDP-galactopyranose mutase inhibition. purified UGM, fluorescence polarization probe displacement. inhibition, % at 10 µM. 320,000 tested, 0.06% active; in the data active means inhibition above about 10%, passing the limit was not always enough
Target sequence (P9WIQ1 whole entry, looked up): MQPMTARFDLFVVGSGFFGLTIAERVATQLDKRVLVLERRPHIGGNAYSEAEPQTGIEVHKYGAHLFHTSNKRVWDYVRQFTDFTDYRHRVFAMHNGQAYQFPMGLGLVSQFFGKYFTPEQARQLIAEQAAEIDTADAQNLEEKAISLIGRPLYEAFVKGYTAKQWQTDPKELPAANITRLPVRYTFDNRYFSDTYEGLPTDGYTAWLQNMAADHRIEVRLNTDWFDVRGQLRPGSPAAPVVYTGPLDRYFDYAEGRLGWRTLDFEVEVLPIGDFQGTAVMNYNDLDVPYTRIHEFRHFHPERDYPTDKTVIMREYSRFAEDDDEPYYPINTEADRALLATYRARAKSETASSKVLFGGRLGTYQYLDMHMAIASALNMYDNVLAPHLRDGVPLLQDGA
FBA Mtb inh: inhibitors of M. tuberculosis fructose-bisphosphate aldolase | 360,000 tested, 2.3% active | P9WQA3 | purified M. tuberculosis FBA, fluorescence read-out | inhibition, % at 1 µM; in the data active means inhibition above about 27%;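 further: 0% = vehicle and 100% = reference inhibitor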
Target sequence (P9WQA3 whole entry, looked up): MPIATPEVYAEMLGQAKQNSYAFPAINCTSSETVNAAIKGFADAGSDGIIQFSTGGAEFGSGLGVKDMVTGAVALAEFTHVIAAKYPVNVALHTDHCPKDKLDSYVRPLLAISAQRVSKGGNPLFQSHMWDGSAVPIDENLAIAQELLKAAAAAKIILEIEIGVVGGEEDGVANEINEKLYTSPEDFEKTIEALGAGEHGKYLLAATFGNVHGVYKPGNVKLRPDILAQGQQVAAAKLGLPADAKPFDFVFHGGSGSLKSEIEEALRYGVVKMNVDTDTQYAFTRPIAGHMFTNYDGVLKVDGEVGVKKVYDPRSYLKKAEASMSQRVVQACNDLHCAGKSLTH
PriA SSB inh: K. pneumoniae PriA-SSBct interaction inhibition. AlphaScreen SSBct-PriA binding, biotinylated peptide. inhibition, % at 33 µM. 430,000 tested, 0.6% active. AID 1272365; in the data active means inhibition mostly above about 37%, no sharp cut-off; inactive means mostly below about 20%;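 further: plate controls were negative control peptide for no effect and reference peptide for full effect; strong numbers were not always called active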
GDH-TPI counter: counter-screen for M. tuberculosis FBA inhibitors: GDH-TPI coupled enzymes; GDH-TPI coupled enzyme counterscreen, NADH absorbance; inhibition, % at 4.8 µM; 360,000 tested, 1.2% active; in the data active means inhibition above about 30%;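 further: 0% = DMSO wells and 100% = wells lacking the enzyme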
* hit, by the source's call; i = inactive; · = no result given; + = active, no number.

no.	Compound	BioA inh	BH1578 lux ind	Rv3671c inh	MazF activator	DUSP3 inh	3CLpro inhibitor	UGM FP inh	FBA Mtb inh	PriA SSB inh	GDH-TPI counter
1	Cc1ccccc1NCN1C(=O)C2CCC(C)(C1=O)C2(C)C (centres undefined)	0.6	-0.3	0	-8	-13	-3	-0.1	0	-2	-4
2	CCc1[nH]nc2c1C(c1ccc(Br)s1)C(C#N)=C(N)O2 (centres undefined)	2.6	0.6	-7	-2	-6	1	-0.6	-2	-7	6
3	COc1ccccc1NC(=O)c1ccc(S(=O)(=O)N2CCCC2)cc1	0.8	0.3	-11	5	19	-3	0.2	4	-10	-4
4	Cc1ccccc1C(=O)N1CCC(C(=O)Nc2ccccc2Cl)CC1	-2.1	-0.2	10	4	18	-5	-2.2	0	10	-6
5	COc1cccc(C(=O)OCCN(C)C(C)(C)C)c1	·	·	-5	·	-18	5	0.2	·	·	·
6	C=C(C)CNC(=S)NNC(=O)c1ccncc1	·	i	-2	-5	28	1	0.2	-3	-4	2
7	O=C(Oc1ccc(Cl)cc1)N1CCCCC1	-0.7	-0.4	1	10	13	0	0.7	0	-20	5
8	COc1cccc(/C=C2/SC(=S)N(CC(=O)Nc3nnc(C)s3)C2=O)c1	0.1	-0.2	·	-8	-4	1	·	-4	0	-13
9	COc1cccc(-c2sc3ccccc3c2-c2ccc(OCCN(C)C)cc2)c1	-2.6	1.2	0	6	·	·	0.0	0	40*	2
10	CN(C(=S)Nc1ccc(F)cc1)C(c1ccccc1)c1ccccc1	·	i	0	-9	·	-5	0.4	-3	-3	-10
11	Cc1ccccc1-n1c(O)c(/C=N/NC(=O)c2ccncc2)c(=O)[nH]c1=O	·	-0.5	-7	-1	33	2	0.6	-1	·	27
12	CN(CC(=O)Nc1ccccc1Cl)C(=O)c1ccccc1Sc1ccccc1C#N	0.7	-0.7	2	-11	·	·	-0.4	3	-6	8
13	CCOc1ccc(CCNC(=O)CCNS(=O)(=O)c2ccc(Br)cc2)cc1OCC	-0.1	-0.3	5	-2	6	2	0.4	-2	-5	-2
14	N#Cc1ccccc1CSc1nnc(Cc2ccccc2)o1	·	-0.5	-3	7	22	7	-2.1	-2	-18	0
15	CCOC(=O)CCC(NC(=O)CC(=O)NC(CCC(=O)OCC)C(=O)OCC)C(=O)OCC (centres undefined)	·	-0.5	-3	-1	11	-3	-2.0	0	-10	8
16	Cc1ccc(N(CC(=O)Nc2c(C)n(C)n(-c3ccccc3)c2=O)S(C)(=O)=O)c(C)c1	·	i	9	-2	19	1	-0.3	2	-5	-9
17	NNS(=O)(=O)c1ccc(N2CCCC2=O)c([N+](=O)[O-])c1	·	-0.3	3	227*	24	2	-1.3	2	-2	5
18	Cc1ccc2c(CN(C)Cc3ccc(Cl)cc3)cc(=O)oc2c1	0.5	-1.6	-2	5	45	-4	1.9	-1	8	3
19	CCc1cc(CNC(=O)CC2C(=O)NCCN2Cc2c(F)cccc2Cl)on1 (centres undefined)	-0.9	-0.3	-7	6	1	2	-0.6	2	-14	4
20	CS(=O)(=O)N(CC(=O)NCc1ccncc1)c1cc(Cl)ccc1Cl	·	0.0	-10	3	11	-1	-2.7	3	-10	5
21	CCOC(=O)c1cc(C(=O)OCC)c2ccccn2c1=O	·	5.3	5	3	8	0	3.4	+	-34	6
22	Nc1cc(=O)[nH]c(SCC(=O)N2CCc3ccccc3C2)n1	-0.2	i	-2	-1	-3	-1	0.4	-1	-11	-11
23	COC(=O)N[C@@H]1C[C@H]2[C@@H]3CC[C@H]4C[C@@H](OC)CC[C@]4(C)[C@H]3CC[C@@]12C	-0.6	1.4	-3	3	·	·	-0.6	-1	3	0
24	Clc1ccc(CN2CCN(c3ncccn3)CC2)cc1Cl	-2.2	i	4	-2	-6	1	2.0	4	-17	-11
25	CCC(=O)Nc1ccc(-c2ccc(N3CCCCC3)nn2)cc1	-1.1	i	-7	10	-20	-4	-1.8	5	11	9

Excerpt, entries 3–19
no.	Compound	BioA inh	BH1578 lux ind	Rv3671c inh	MazF activator	DUSP3 inh	3CLpro inhibitor	UGM FP inh	FBA Mtb inh	PriA SSB inh	GDH-TPI counter
3	COc1ccccc1NC(=O)c1ccc(S(=O)(=O)N2CCCC2)cc1	0.8	0.3	-11	5	19	-3	0.2	4	-10	-4
4	Cc1ccccc1C(=O)N1CCC(C(=O)Nc2ccccc2Cl)CC1	-2.1	-0.2	10	4	18	-5	-2.2	0	10	-6
5	COc1cccc(C(=O)OCCN(C)C(C)(C)C)c1	·	·	-5	·	-18	5	0.2	·	·	·
6	C=C(C)CNC(=S)NNC(=O)c1ccncc1	·	i	-2	-5	28	1	0.2	-3	-4	2
7	O=C(Oc1ccc(Cl)cc1)N1CCCCC1	-0.7	-0.4	1	10	13	0	0.7	0	-20	5
8	COc1cccc(/C=C2/SC(=S)N(CC(=O)Nc3nnc(C)s3)C2=O)c1	0.1	-0.2	·	-8	-4	1	·	-4	0	-13
9	COc1cccc(-c2sc3ccccc3c2-c2ccc(OCCN(C)C)cc2)c1	-2.6	1.2	0	6	·	·	0.0	0	40*	2
10	CN(C(=S)Nc1ccc(F)cc1)C(c1ccccc1)c1ccccc1	·	i	0	-9	·	-5	0.4	-3	-3	-10
11	Cc1ccccc1-n1c(O)c(/C=N/NC(=O)c2ccncc2)c(=O)[nH]c1=O	·	-0.5	-7	-1	33	2	0.6	-1	·	27
12	CN(CC(=O)Nc1ccccc1Cl)C(=O)c1ccccc1Sc1ccccc1C#N	0.7	-0.7	2	-11	·	·	-0.4	3	-6	8
13	CCOc1ccc(CCNC(=O)CCNS(=O)(=O)c2ccc(Br)cc2)cc1OCC	-0.1	-0.3	5	-2	6	2	0.4	-2	-5	-2
14	N#Cc1ccccc1CSc1nnc(Cc2ccccc2)o1	·	-0.5	-3	7	22	7	-2.1	-2	-18	0
15	CCOC(=O)CCC(NC(=O)CC(=O)NC(CCC(=O)OCC)C(=O)OCC)C(=O)OCC (centres undefined)	·	-0.5	-3	-1	11	-3	-2.0	0	-10	8
16	Cc1ccc(N(CC(=O)Nc2c(C)n(C)n(-c3ccccc3)c2=O)S(C)(=O)=O)c(C)c1	·	i	9	-2	19	1	-0.3	2	-5	-9
17	NNS(=O)(=O)c1ccc(N2CCCC2=O)c([N+](=O)[O-])c1	·	-0.3	3	227*	24	2	-1.3	2	-2	5
18	Cc1ccc2c(CN(C)Cc3ccc(Cl)cc3)cc(=O)oc2c1	0.5	-1.6	-2	5	45	-4	1.9	-1	8	3
19	CCc1cc(CNC(=O)CC2C(=O)NCCN2Cc2c(F)cccc2Cl)on1 (centres undefined)	-0.9	-0.3	-7	6	1	2	-0.6	2	-14	4

Compound profiles, as listed above. Values in the order: BioA inh | BH1578 lux ind | Rv3671c inh | MazF activator | DUSP3 inh | 3CLpro inhibitor | UGM FP inh | FBA Mtb inh | PriA SSB inh | GDH-TPI counter
Entry for COc1cccc(-c2sc3ccccc3c2-c2ccc(OCCN(C)C)cc2)c1 : -2.6 | 1.2 | 0 | 6 | · | · | 0.0 | 0 | 40* | 2
Entry for Clc1ccc(CN2CCN(c3ncccn3)CC2)cc1Cl : -2.2 | i | 4 | -2 | -6 | 1 | 2.0 | 4 | -17 | -11

Additional records follow.
no.	Compound	BioA inh	BH1578 lux ind	Rv3671c inh	MazF activator	DUSP3 inh	3CLpro inhibitor	UGM FP inh	FBA Mtb inh	PriA SSB inh	GDH-TPI counter
26	Clc1ccc(-c2nnc(-c3ccccc3)nc2N2CCSCC2)cc1	-1.8	i	-12	-1	26	1	-0.2	3	4	0
27	NCCC(=O)NCCc1cnc[nH]1	-0.4	-0.5	0	5	·	·	0.3	6	-15	11
28	COc1ccc(S(=O)(=O)NC(C(=O)OCC(=O)Nc2ccc(N3CCOCC3)cc2)C(C)C)cc1 (centres undefined)	0.8	1.7	·	6	·	·	·	2	2	8
29	CC(C)C(OC(=O)c1cccc(S(=O)(=O)NCC(F)(F)F)c1)C(=O)NC(N)=O (centres undefined)	-7.4	-0.2	12	8	24	5	-2.5	0	5	2
30	COc1ccc(C2C(C(C)=O)=C(O)C(=O)N2c2nccs2)cc1 (centres undefined)	-0.4	i	-6	-3	7	1	-0.4	-3	1	14
31	O=C(Cn1cnc2c(OCc3ccccc3)ncnc21)N[C@H](CO)Cc1cc2ccccc2[nH]1	-0.9	-1.5	2	25	·	·	1.9	0	-11	3
32	CC1Cc2cc(/C(O)=C3\C(=O)C(=O)N(Cc4cccnc4)C3c3ccccc3F)ccc2O1 (centres undefined)	0.7	i	1	-3	30	5	-0.5	5	·	8
33	COc1ccccc1N1CCN(S(=O)(=O)c2ccc(Cl)cc2)CC1	0.9	-0.3	1	-2	7	0	-0.2	0	-5	1
34	COn1c(-c2ccccc2)nc2ncccc21	1.4	-0.2	11	-2	5	-2	4.0	1	3	8
35	Cc1ccc(NC(=O)c2cc(-c3cccc(O)c3)on2)cc1C	-0.7	-0.2	-24	12	-4	-2	2.4	-6	-10	-10
36	O=C(CCCN1C(=O)/C(=C\c2cccs2)SC1=S)Nc1ccc(O)cc1	·	-0.2	-3	-19	7	1	-0.4	0	11	5
37	O=C1CN=C(c2ccccc2F)c2cc(Cl)ccc2N1	-0.1	-0.5	-2	-1	-18	1	-0.4	3	-2	16
38	COc1cc(/C=N/N=C(N)N)ccc1OCc1ccc(Cl)cc1	-0.1	i	0	0	15	-11	3.0	-1	·	7
39	O=S(=O)(CCc1ccncc1)c1ccc(Cl)cc1	-0.6	i	6	7	18	3	2.5	4	7	7
40	CCOC(=O)/C=C/[C@H]1CCc2cccc(Cl)c2O1	-0.6	i	-3	1	·	·	2.0	67*	-24	-4
41	FC(F)(F)c1cccnc1-n1cncn1	·	0.7	5	4	24	0	-0.7	3	-7	2
42	CC1CCN(C(=O)C(Cc2ccccc2)NS(=O)(=O)c2ccc3c(c2)oc(=O)n3C)CC1 (centres undefined)	-1.8	-0.1	-2	16	21	-4	1.7	1	-1	0
43	COC(=O)Cc1cc(=O)n2[nH]cnc2n1	-1.2	·	6	0	4	4	4.9	-2	-2	7
44	Cc1nnc(SCc2nc3ccccc3s2)n1N	·	-0.3	7	-1	24	-1	2.4	3	0	0
45	Nc1c(C=C2C=CC(=O)C=C2)c(=O)nc2sc(CC(=O)N3CCCCC3)nn12	-0.8	i	-4	5	-14	-1	4.1	-1	-5	30
46	O=C(COC(=O)c1cccnc1Cl)NC(=O)NC1CCCCC1	-0.4	-1.3	3	-6	·	·	0.8	1	-7	2
47	Cc1cccc(NC(=O)Nc2ccc(Br)cc2)n1	-0.1	-0.4	-8	-5	20	1	2.0	1	0	4
48	C/[N+]([O-])=C\C1C(=O)CC(C)(C)CC1=O	·	-0.6	-5	4	23	-1	0.8	7	1	7
49	O=C(CN1CCC(NC(=O)c2ccco2)CC1)Nc1ccccc1[N+](=O)[O-]	·	·	-12	·	6	-3	-1.8	·	·	·
50	CCOC(=O)c1c(NC(=O)Cn2cnc([N+](=O)[O-])n2)sc(C)c1C	-1.1	-4.1	7	9	0	0	-1.0	5	11	5

Screens as filed in PubChem BioAssay.

A portion of the library (hit frequency here may not be typical).
